pAkt inh = blocks phosphorylation of Akt; Neuro2A IGF-stimulated pAkt S473 HTRF, 20 min; active compounds read low; activity change, % for hits at 50 µM; 360,000 tested, 0.32% active; AID 651550; in the data active = activity change below about -80%; inconclusive = mostly about -51% to -80%; also: % is scaled to controls: 0 for no effect and ±100 for the full control effect
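Single-point screen (50 µM final compound) in Neuro2A cells stimulated 20 min with 6 nM IGF at 37 deg C. After lysis, Ser473-phosphorylated Akt read by HTRF (ex 330 nm, em 615/665 nm) as the 665/615 ratio.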
GLP-1R inv ag = inverse agonists of human GLP-1 receptor. 410,000 tested, 1.6% active. P43220. Potency, µM (titrated, usually from 38.3 µM), without a hit: at the top dose activity change, negative = inhibition, hits mostly inhibitors. HEK293 GLP-1R CRE-luciferase, luminescence, 24 h; GLP-1R form is constitutively active; also: potency is read from the fitted curve at half-maximal effect; % is scaled to controls: 0 for no effect and ±100 for the full control effect; nearly all actives have a fitted effect of over 55% in size
Target sequence (P43220 whole entry, looked up): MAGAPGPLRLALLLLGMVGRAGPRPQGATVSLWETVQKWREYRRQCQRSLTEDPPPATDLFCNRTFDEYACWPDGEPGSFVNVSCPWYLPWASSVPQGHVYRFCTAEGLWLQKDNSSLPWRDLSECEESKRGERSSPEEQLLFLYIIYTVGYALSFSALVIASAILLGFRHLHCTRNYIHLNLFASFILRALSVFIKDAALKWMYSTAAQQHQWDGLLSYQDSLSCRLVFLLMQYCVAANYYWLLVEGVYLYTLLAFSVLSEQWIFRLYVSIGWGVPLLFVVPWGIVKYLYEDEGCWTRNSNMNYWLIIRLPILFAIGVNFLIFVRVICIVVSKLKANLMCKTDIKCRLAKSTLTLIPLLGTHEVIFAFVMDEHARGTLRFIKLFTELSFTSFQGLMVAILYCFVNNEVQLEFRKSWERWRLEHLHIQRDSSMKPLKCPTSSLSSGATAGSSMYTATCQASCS
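Stable HEK293 clone (constitutively active GLP-1R + cAMP-response luciferase); 200 cells/uL plated, 12 h pre-culture, compound 24 hr, 37 deg C/5% CO2; detection reagent 12 min RT; luminescence.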
Mm-Cpn inhibitor = blocks the Methanococcus maripaludis chaperonin Mm-Cpn | purified Mm-Cpn ATPase, ADP Transcreener TR-FRET | 330,000 tested, 0.031% active | Potency, µM (doses to about 76.9 µM), for the others: at the top dose activity, negative = inhibition, usual class: inhibitors | AID 504842; also: potency is read from the fitted curve at half-maximal effect; % is scaled to controls: 0 for no effect and ±100 for the full control effect; nearly all actives have a fitted effect of over 80% in size
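Purified archaeal chaperonin (25 nM final) was preincubated with compound for 10 min at 37°C, then ATP (10 uM final) was added for 30 min at 37°C in Tris pH 7.4/KCl/MgCl2/DTT buffer. ADP was quantified by HTRF Transcreener TR-FRET.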
FUS yeast rescue = rescues growth of FUS-expressing yeast | 390,000 tested, 0.24% active | Potency, µM (titrated, usually from 76.6 µM), for the others: top-dose growth rescue (activation), hits mostly activators | S. cerevisiae FUS-expressing, growth rescue, OD600, 24 h;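 also: potency is read from the fitted curve at half-maximal effect; plate controls were DMSO vehicle for no effect and reference control for full effect; nearly all actives have a fitted effect of over 55% in size; some results filed as inactive show a strong effect at the top dose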
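Yeast FUS proteinopathy model; galactose-induced FUS (2%), starting OD 0.005. Cpds in dilution series, 24hr, 30C, 99% humidity. Abs 600 nm growth. Pos ctrl CP55940 (top 92uM final); neg ctrl DMSO.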
PTHR1 agonist = PTHR1 (human) receptor agonism | HEK293 GP2 PTHR1 cells, GloSensor cAMP luminescence, 1 h | Potency, µM (series often up to 115 µM), without a hit: top-dose activation, most hits filed as activators | 410,000 tested, 0.075% active | AID 743266; also: potency is read from the fitted curve at half-maximal effect; nearly all actives have a fitted effect of over 55% in size; some results filed as inactive show a strong effect at the top dose; inactives centre near -15; many of its hits are not listed in these tables
Target sequence (Q03431 whole entry, looked up): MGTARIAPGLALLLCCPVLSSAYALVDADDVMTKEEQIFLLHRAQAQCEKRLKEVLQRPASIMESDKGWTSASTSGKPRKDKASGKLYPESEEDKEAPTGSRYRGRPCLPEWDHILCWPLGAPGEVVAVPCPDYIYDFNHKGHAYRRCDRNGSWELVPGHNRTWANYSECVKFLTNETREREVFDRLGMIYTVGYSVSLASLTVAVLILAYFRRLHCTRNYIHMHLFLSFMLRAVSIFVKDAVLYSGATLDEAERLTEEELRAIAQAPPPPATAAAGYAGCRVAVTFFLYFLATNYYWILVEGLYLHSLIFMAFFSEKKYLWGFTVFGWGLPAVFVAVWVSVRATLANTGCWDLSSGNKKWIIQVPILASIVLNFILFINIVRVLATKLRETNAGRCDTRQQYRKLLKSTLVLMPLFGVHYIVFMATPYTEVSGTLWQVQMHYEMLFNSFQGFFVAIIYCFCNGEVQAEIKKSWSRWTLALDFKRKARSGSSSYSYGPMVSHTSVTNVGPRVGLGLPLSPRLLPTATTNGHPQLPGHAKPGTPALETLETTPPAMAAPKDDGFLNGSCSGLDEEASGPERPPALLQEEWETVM
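HEK-293-derived GP2 cells expressing PTHR1 and a GloSensor cAMP reporter, 3,000/well, plated overnight, given luciferin plus IBMX (each 0.5 mM as added) for 1 h at 37 °C, then compound for 1 h at 37 °C. Luminescence was read after 15 min at room temperature.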
TDP43 rescue = inhibitors of TDP-43 toxicity in yeast; TDP-43 expressing yeast growth rescue, BacTiter-Glo, 24 h; Potency, µM (series often up to 46.1 µM), for the others: at the top dose growth rescue (activation), most hits filed as activators; 410,000 tested, 1.8% active; also: potency is read from the fitted curve at half-maximal effect; % of control where 0% means no effect; nearly all actives have a fitted effect of over 50% in size
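Yeast cells expressing TDP-43 under galactose induction are exposed to compounds for 24 hr at 30 deg C. BacTiter-Glo luminescence measures growth, so protective compounds score as activators.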
GLP1R cytotox = cytotoxicity in counter-screen for GLP-1R inverse agonists. HEK293 cAMP-luciferase reporter cells, luminescence, 24 h. Potency, µM (highest dose often 38.3 µM), for inactives: at the top dose activity change, negative = inhibition, most hits filed as inhibitors. 410,000 tested, 0.13% active;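 also: loss of luciferase light is scored as toxicity; potency is read from the fitted curve at half-maximal effect; % is scaled to controls: 0 for no effect and ±100 for the full control effect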
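Compound-treated cells are incubated 24 hr at 37 deg C under 5% CO2 after a 12 hour attachment period, then luciferase detection reagent is added and luminescence is measured following 12 min at room temperature; lowered signal indicates toxicity.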
Abeta yeast res = compounds reversing amyloid beta toxicity in yeast | yeast expressing A-beta42, growth rescue, OD600, 48 h; response scale: 0% DMSO, 100% iron-clioquinol control | Potency, µM (doses to about 46.1 µM), inactives show top-dose growth rescue, usual class: activators | 410,000 tested, 0.063% active; also: potency is read from the fitted curve at half-maximal effect; nearly all actives have a fitted effect of over 55% in size
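Yeast A-beta toxicity model in growth medium with pinned compounds, 48 h at 30 C; growth read as absorbance at 600 nm. Normalized to FeCl3/clioquinol equimolar mix (positive) and DMSO (negative).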
aSyn yeast inh = rescues yeast growth from alpha-synuclein toxicity | Yeast expressing alpha-synuclein, growth rescue, BacTiter-Glo, 24 h | AID 652106 | 370,000 tested, 0.14% active | Potency, µM (series often up to 46.1 µM), inactives show top-dose growth rescue (activation), usual class: activators; also: potency is read from the fitted curve at half-maximal effect; % of control where 0% means no effect; nearly all actives have a fitted effect of over 65% in size
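Rescue of yeast growth: cells expressing toxic alpha-synuclein, induced in galactose at OD600 0.02, incubated with compound 24 h at 30 C. ATP luminescence quantified growth; inhibitors of toxicity appear as activators.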
* = called active by the depositor; i = inactive; ? = inconclusive; . = no result given; [ ] = another dose, or the depositor's remark. Unless noted, calls follow the shape of the dose curve; as a rule, active = well fitted curve in the direction sought with a large enough effect; inconclusive = small, poorly fitted or top-dose-only effect, or another doubt; inactive = no such curve, though single readings can be large; an effect the other way counts as inactive or inconclusive. A portion of the library. The share of hits here may be higher or lower than overall.

# | SMILES | pAkt inh | GLP-1R inv ag | Mm-Cpn inhibitor | FUS yeast rescue | PTHR1 agonist
1 | COc1cc(/C=C/C(=O)OCC(=O)N2c3ccccc3NC(=O)C2(C)C)cc(OC)c1OC | i | ? | 1% | 37% | -93%[inhibitor]
2 | COc1ccc(/C=N/NC(=O)c2ccoc2C)cc1O | i | 47%[activator] | 0% | 16% | -4%
3 | CCC(C)NC(=O)COc1ccc(S(=O)(=O)N2CCOCC2)cc1 (stereo not drawn) | i | 6% | 0% | -16% | -2%[57.5 µM]
4 | CCn1cc(C(=O)N(C)c2ccc(OC)cc2OC)c2cc(OC)c(OC)cc2c1=O | i | 17% | 1% | -1% | -24%
5 | CSC(=Nc1ccccc1)C(C#N)c1nc2ccccc2[nH]1 (stereo not drawn) | i | -21% | 3% | 20% | -70%[inhibitor]
6 | COCCn1cc(C(=O)c2cc(Br)ccc2O)cc(C#N)c1=O | i | 1% | -5% | 26% | -24%
7 | CCc1ccc(C2c3[nH]c4ccccc4c3CCN2C(=O)CNC(N)=O)cc1 (stereo not drawn) | i | -12%[0.307 µM] | 0% | ? | -13%
8 | COCCn1c(C)cc(O)c(C(c2ccc(C)cc2)N2CCCCC2)c1=O (stereo not drawn) | . | 8% | . | 40% | i
9 | CC(=O)Nc1ccc(C)c(NC(=S)Nc2ccc(F)cc2)c1 | i | 3% | 2% | 3% | -37%[inhibitor]
10 | Cc1cc2c(c(SCC(=O)NCc3ccc(Cl)cc3)n1)C(=O)OC2 | i | -4% | 1% | 1% | -1%

# | TDP43 rescue | GLP1R cytotox | Abeta yeast res | aSyn yeast inh
1 | -18% | ? | -5% | -6%
2 | 2% | -1% | -5% | -2%
3 | -11% | 18% | 15% | 5%
4 | 3% | -10% | -15% | -5%
5 | -15% | -14% | -5% | 2%
6 | -23% | -4% | 3% | -3%
7 | 4% | -4%[0.307 µM] | 16% | 1%
8 | 6% | 3% | 4% | .
9 | -2% | -3% | 3% | -1%
10 | 5% | -5% | 4% | 2%

Remaining list, next part
# | SMILES | pAkt inh | GLP-1R inv ag | Mm-Cpn inhibitor | FUS yeast rescue | PTHR1 agonist
11 | CCOc1ccc(NC(=O)c2cc(-c3ccc(C)c(F)c3)on2)c([N+](=O)[O-])c1 | . | 9% | . | -16% | i
12 | Cn1ccc2c(-c3ccc(F)cc3F)cc3c(c21)C1CCC3C1 (stereo not drawn) | i | ? | . | -10% | -40%
13 | COc1ccc(NC(=O)Cn2cc(S(=O)(=O)Cc3ccccc3)c3ccccc32)c(OC)c1 | i | -17% | -3% | ? | i
14 | FC(F)(F)c1cccc(OCc2noc(-c3ccsc3)n2)c1 | i | -22% | 3% | 5% | i
15 | CCS(=O)(=O)N1CCC(C(=O)NCc2ccc(F)cc2Cl)CC1 | i | 4% | 0% | -9% | -6%[57.5 µM]
16 | Cc1cccc(N/N=C/c2ccccc2O)c1 | i | ? | 0% | 16% | -22%
17 | CCCc1ccc(S(=O)(=O)N2CCC(c3nnc(-c4cccc(C)c4)o3)CC2)cc1 | . | ? | . | 38% | -23%
18 | C=CCSc1nnc(NC(=O)CSc2nc3ccccc3o2)s1 | i | -22% | -2% | 29% | i
19 | COc1ccc(Cl)cc1NC(=O)NCc1ccc2c(c1)OCO2 | i | -3% | 3% | 22% | -8%
20 | Cc1ccc(NC(=O)CC(NC(=O)c2ccccc2Cl)c2ccccc2)nc1 (stereo not drawn) | i | 1% | 1% | -1% | -2%

# | TDP43 rescue | GLP1R cytotox | Abeta yeast res | aSyn yeast inh
11 | 10% | 0% | -2% | .
12 | 26% | 3% | 11% | -19%
13 | 0% | 6% | -3% | 2%
14 | 5% | 13% | -7% | -11%
15 | -6% | 9% | -4% | 8%
16 | ? | -4% | -10% | 9%
17 | 10%[9.22 µM] | 2% | -6% | .
18 | -21% | -23% | 12% | -15%
19 | 7% | -1% | 7% | -2%
20 | 6% | 6% | -4% | 4%[1.84 µM]

An excerpt from above in order of the PTHR1 agonist value, lowest first:
no. | mol | PTHR1 agonist
12 | Cn1ccc2c(-c3ccc(F)cc3F)cc3c(c21)C1CCC3C1 (stereo not drawn) | -40%
16 | Cc1cccc(N/N=C/c2ccccc2O)c1 | -22%
19 | COc1ccc(Cl)cc1NC(=O)NCc1ccc2c(c1)OCO2 | -8%

New compounds follow:
# | SMILES | pAkt inh | GLP-1R inv ag | Mm-Cpn inhibitor | FUS yeast rescue | PTHR1 agonist
21 | COc1ccccc1-c1cc(C(=O)Nc2cc(C)n(Cc3ccc(Cl)cc3)n2)no1 | i | 0% | -2% | 16% | -27%
22 | O=C(CSc1n[nH]c(=O)[nH]c1=O)Nc1ccc(Br)cc1Br | i | -5% | -1% | -16% | ?
23 | CC1Cn2c(nc(=O)c3c2NCN(CCc2ccccc2)C3)S1 (stereo not drawn) | i | 10% | 3% | 9% | i
24 | CCOC(=O)N1CCN(Cc2nc3c(c(=O)n(C)c(=O)n3C)n2Cc2cccc(C)c2)CC1 | i | 0% | -1% | 16% | i
25 | CNC(=O)c1cc(-c2ccc(Cl)cc2)n(-c2ccccc2)n1 | i | ? | -8% | 12% | i
26 | CCc1ccc(CN(C)Cc2nc(Cc3ccc(OC)c(OC)c3)no2)nc1 | i | 0% | -4% | 11% | -13%
27 | CC(C)(C)OC(=O)N1C(=O)[C@](OC(=O)c2ccccc2)(c2ccccc2)c2cccc(F)c21 | i | ? | . | 25% | -4%
28 | O=C(O)COc1ccccc1C=NNc1ccc([N+](=O)[O-])cc1S(=O)(=O)Nc1ccc(Cl)cc1 | i | ? | 2% | 28% | -5%
29 | C=CC[C@@H](CC(=O)N[C@H](CO)Cc1ccccc1)C(=O)N[C@@H](COC(=O)[C@H](CC=C)CC(=O)OC(C)(C)C)Cc1ccccc1 | i | ? | -4% | ? | -11%
30 | N#Cc1cccc(NC(=O)C2CCN(S(=O)(=O)c3ccc4c(c3)CCCN4C(=O)C3CCC3)CC2)c1 | . | -25% | . | ? | -8%

# | TDP43 rescue | GLP1R cytotox | Abeta yeast res | aSyn yeast inh
21 | -8% | -5% | 21% | -7%
22 | 8% | 1% | 8% | -3%
23 | . | -11% | 4% | 4%
24 | ? | -8% | 25% | 8%
25 | ? | 0% | -21% | -13%
26 | -21% | ? | -12% | -6%
27 | 9% | -4% | -5% | 12%
28 | -1% | -12% | 6% | -33%[inhibitor]
29 | 12% | -19% | 21% | 7%
30 | 14% | 2% | -17% | .

Entries of single compounds from above.
`N#Cc1cccc(NC(=O)C2CCN(S(=O)(=O)c3ccc4c(c3)CCCN4C(=O)C3CCC3)CC2)c1` is entered as pAkt inh: .; GLP-1R inv ag: -25%; Mm-Cpn inhibitor: .; FUS yeast rescue: ?; PTHR1 agonist: -8%; TDP43 rescue: 14%; GLP1R cytotox: 2%; Abeta yeast res: -17%; aSyn yeast inh: .
`O=C(CSc1n[nH]c(=O)[nH]c1=O)Nc1ccc(Br)cc1Br` is entered as pAkt inh: i; GLP-1R inv ag: -5%; Mm-Cpn inhibitor: -1%; FUS yeast rescue: -16%; PTHR1 agonist: ?; TDP43 rescue: 8%; GLP1R cytotox: 1%; Abeta yeast res: 8%; aSyn yeast inh: -3%

Further results follow:
# | SMILES | pAkt inh | GLP-1R inv ag | Mm-Cpn inhibitor | FUS yeast rescue | PTHR1 agonist
31 | O=C1NC(=S)N(c2cccc(Cl)c2)C12CCCCC2 | i | ? | 0% | . | 3%
32 | O=C(NCCO)c1cccc(-c2cnc3cccnn23)c1 | i | 18% | . | -18% | 4%
33 | O=C(NCC(c1ccco1)N1CCN(c2ccc(F)cc2)CC1)c1ccco1 (stereo not drawn) | i | ? | 0% | -11% | i
34 | Cc1ccc(NC(=O)O/N=C/c2ccc(F)cc2)cc1 | i | 19% | 1% | -26% | -18%
35 | COc1cccc(CN(C)C(=O)CC[C@H]2O[C@@H](n3cnc4c(NC(=O)c5ccccc5)ncnc43)[C@H](O)[C@@H]2O)c1 | i | 24% | . | -7% | -11%
36 | COc1cc(C(=O)N[C@H](C(=O)NC2CCCCCC2)C(C)C)cc(OC)c1OC | i | 33%[activator] | 0% | 18% | i
37 | Cc1c(C(=O)NCc2ccc(F)cc2)sc(=O)n1Cc1ccc(Cl)c(Cl)c1 | i | 10µM* | . | ? | i
38 | CCCNC(=O)c1cc(C2CCCN(C(=O)c3cc(C(C)(C)C)nn3C)C2)on1 (stereo not drawn) | i | -9% | . | -2% | i
39 | COCCOc1nc2c(c(=O)n(C)c(=O)n2C)n1Cc1cccc(OC)c1 | i | 2% | 2% | -9% | -10%
40 | Cc1cccc(NC(=O)NN2CCN(C)CC2)c1C | i | -7% | 0% | -5% | i
41 | CCOc1ccc(C(=O)Nc2ccc(N3CCN(S(C)(=O)=O)CC3)cc2)cc1[N+](=O)[O-] | i | 1% | -10% | -13% | -13%
42 | CCOC(=O)c1cc2n(c1N)-c1ccccc1C2=O | i | 30% | -3% | . | i
43 | Cc1cc(Cl)ccc1OCc1nnc(-c2ccccc2C)o1 | i | 8% | 1% | 1% | -33%

# | TDP43 rescue | GLP1R cytotox | Abeta yeast res | aSyn yeast inh
31 | 13% | -2% | 11% | 2%
32 | 13% | 0% | -10% | -3%
33 | 6% | 15% | 2% | 0%
34 | 6% | -2% | -3% | -19%
35 | 10% | 4% | 3% | 3%
36 | 8% | 2% | 19% | 1%
37 | ? | -15% | ? | ?
38 | 20% | -5% | -5% | -1%
39 | 7% | 3% | -5% | 0%
40 | 16% | -8% | 8% | 7%
41 | -6% | 7% | -10% | -6%
42 | 14% | 89%[activator] | -17% | 16%
43 | 11% | 8% | 15% | 1%
